LYPLA2 counter – counter-screen for PME1 inhibitors: inhibitors of human LYPLA2 | O95372 | recombinant LYPLA2, FP-Rh probe fluorescence polarization | inhibition, % at 5.9 µM | 320,000 compounds, 0.38% hits;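 active = inhibition above the screen-wide mean plus 3 SD, limit set per campaign, cut at about 26% in these data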;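 note: 0% = LYPLA2 with DMSO and 100% = wells lacking LYPLA2 enzyme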
PREPL inhibitor – inhibitors of human prolyl oligopeptidase-like enzyme PREPL; 320,000 compounds, 0.68% hits; inhibition, % at 5.96 µM; Q4J6C6; recombinant PREPL, fluorescence polarization activity-based probe; in the data active = inhibition above about 43%;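 note: 0% = enzyme with DMSO and 100% = wells lacking enzyme; many of its hits are not listed in these tables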
pPAFAH FP inh – inhibitors of human plasma PAF acetylhydrolase (pPAFAH). inhibition, % at 3.39 µM. Q13093. 330,000 compounds, 1.5% hits. recombinant pPAFAH, FP-rhodamine probe fluorescence polarization. AID 463082;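 active = inhibition above the mean inhibition across the screen plus 3 SD, cut at about 25% in these data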;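 note: inhibitors block binding of the rhodamine activity-based probe so polarization drops; 0% = enzyme with DMSO and 100% = wells lacking pPAFAH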
PAD4 FP inh – PAD4 (human) enzyme inhibition | Q9UM07 | recombinant PAD4, RCA probe fluorescence polarization | inhibition, % at 6.36 µM | 330,000 compounds, 0.41% hits | AID 485272;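 active = percent inhibition above a cutoff equal to the mean of all tested compounds plus 3 SD, cut at about 15% in these data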;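 note: 0% = PAD4 with RCA probe and DMSO and 100% = probe without PAD4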
Target sequence (Q9UM07 whole entry, looked up): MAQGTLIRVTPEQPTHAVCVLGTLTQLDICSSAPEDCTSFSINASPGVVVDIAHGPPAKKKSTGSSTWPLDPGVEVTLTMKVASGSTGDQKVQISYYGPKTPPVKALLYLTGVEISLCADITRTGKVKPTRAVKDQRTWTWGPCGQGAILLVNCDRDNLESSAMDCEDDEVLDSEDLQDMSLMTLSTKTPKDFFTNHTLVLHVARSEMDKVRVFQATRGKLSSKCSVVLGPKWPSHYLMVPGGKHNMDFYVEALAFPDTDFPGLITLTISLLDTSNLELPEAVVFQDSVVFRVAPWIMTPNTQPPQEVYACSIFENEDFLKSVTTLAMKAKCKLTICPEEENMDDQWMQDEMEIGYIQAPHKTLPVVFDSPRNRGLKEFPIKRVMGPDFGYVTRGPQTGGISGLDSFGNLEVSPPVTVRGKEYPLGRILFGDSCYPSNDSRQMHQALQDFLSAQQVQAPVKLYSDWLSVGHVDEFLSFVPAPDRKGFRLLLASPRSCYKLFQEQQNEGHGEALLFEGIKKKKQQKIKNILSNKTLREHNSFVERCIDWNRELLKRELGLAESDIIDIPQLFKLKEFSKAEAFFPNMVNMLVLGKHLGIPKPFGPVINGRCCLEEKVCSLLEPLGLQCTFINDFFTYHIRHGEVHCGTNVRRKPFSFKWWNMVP
GSTO1 counter – counter-screen for RBBP9 inhibitors: inhibitors of human GSTO1; P78417; recombinant GSTO1, activity-based probe fluorescence polarization; inhibition, % at 5.96 µM; 300,000 compounds, 1.1% hits;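 active = inhibition above the campaign mean inhibition plus 3 SD, cut at about 35% in these data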;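 note: 0% = GSTO1-1 with DMSO and 100% = wells lacking GSTO1-1 enzyme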
LYPLA1 counter – blocks human lysophospholipase 1, a PME1 counter-screen | O75608 | recombinant LYPLA1, FP-Rh probe fluorescence polarization | 320,000 compounds, 0.16% hits | AID 2174 | inhibition, % at 5.9 µM;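 active = inhibition above the mean of all tested compounds plus 3 SD, set per campaign, cut at about 14% in these data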;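 note: inhibitors block serine hydrolase probe labeling of LYPLA1 so polarization falls; 0% = enzyme with DMSO and 100% = wells lacking LYPLA1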
PAFAH1B3 FP inh – PAFAH1B3 (human) inhibition; Q15102; recombinant PAFAH1B3, FP-rhodamine probe, fluorescence polarization; inhibition, % at 3.39 µM; 340,000 compounds, 0.28% hits; AID 492972;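 active = inhibition above the screen-wide average of all tested compounds plus 3 SD, cut at about 25% in these data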;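 note: 0% = enzyme with DMSO only and 100% = wells lacking PAFAH1B3 protein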
PAFAH1B2 inh – PAFAH1B2 (human) inhibition; 340,000 compounds, 1.2% hits; AID 492953; P68402; recombinant PAFAH1B2, FP-rhodamine activity probe, fluorescence polarization; inhibition, % at 3.39 µM;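 active = inhibition above the mean of all tested compounds plus 3 SD, cut at about 24% in these data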;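 note: 0% = enzyme with DMSO and 100% = wells lacking PAFAH1B2; many of its hits are not listed in these tables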
Target sequence (P68402 whole entry, looked up): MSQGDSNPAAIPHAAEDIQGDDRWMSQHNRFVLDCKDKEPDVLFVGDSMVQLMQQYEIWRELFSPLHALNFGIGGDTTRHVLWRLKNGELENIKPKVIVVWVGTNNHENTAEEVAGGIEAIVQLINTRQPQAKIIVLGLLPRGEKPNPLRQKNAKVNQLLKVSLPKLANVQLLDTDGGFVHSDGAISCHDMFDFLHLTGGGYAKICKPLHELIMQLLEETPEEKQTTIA
PME-1 inh – PME-1 (human) inhibition | Q9Y570 | recombinant PME-1, FP-Rh probe fluorescence polarization | inhibition, % at 5.9 µM | 320,000 compounds, 0.53% hits | AID 2130;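 active = inhibition above the campaign mean of all compounds plus 3 SD, cut at about 26% in these data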;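 note: competitive labeling of PME-1 active site by serine hydrolase directed probe; 0% = PME-1 with DMSO and 100% = wells lacking PME-1 enzyme; inhibitors block probe labeling so polarization falls and inhibition rises; many of its hits are not listed in these tables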
* = called active by the depositor; · = no result given; & = joins results of further samples. An excerpt, so the mix of outcomes need not match the whole.

item | SMILES | PME-1 inh | PREPL inhibitor | PAFAH1B3 FP inh | PAFAH1B2 inh | PAD4 FP inh | pPAFAH FP inh | LYPLA2 counter | LYPLA1 counter | GSTO1 counter
1 | COc1ccc(C(=O)Nc2cccc(C(=O)N3CCCCC3)c2)cc1 | 6 | 13 | -1 | 4 | 0 | -2 | 6 | 0 | 3
2 | C=CCNc1ncnc2sc(SC)nc12 | -1 | 6 | 11 | 4 | 4 | 1 | -2 | -2 | 2
3 | O=S(=O)(Nc1cccc(-n2cnnn2)c1)c1ccc(Cl)nc1 | -2 | -3 | 2 | 2 | -3 | 0 | 4 | 2 | 4
4 | COc1ccccc1CN1CCCC(CN(CCN(C)C)C(=O)C2CCCC2)C1 (configuration not stated) | 1 | 3 | -1 | 5 | 0 | -1 | -2 | -4 | 3
5 | O=C(NN=C(c1ccccc1)c1ccccc1)C(CCl)C1CCCCC1 (configuration not stated) | -2 | -2 | 7 | 6 | -4 | -1 | 9 | 3 | ·
6 | COc1ccc(NC(=O)CN2CCN(CC(=O)Nc3ccc(OC)cc3)CC2)cc1 | 4 | 9 | 7 | 3 | -4 | 3 | 0 | -3 | 7
7 | COc1c(OC(C)=O)ccc(/C=C/c2ccc3ccccc3n2)c1[N+](=O)[O-] | 7 | 28 | 7 | 5 | 7 | 21 | 3 | -4 | 20
8 | Cc1nn(S(=O)(=O)c2ccccc2)c(C)c1S(=O)(=O)N1CCC(C)CC1 | 1 | 1 | 3 | 0 | 3 | 3 | 4 | 2 | -5
9 | O=C(Nc1ccc(NC(=O)c2ccccc2Cl)nc1)c1ccncc1 | -9 | 0 | -1 | -4 | 1 | -7 | -1 | -4 | -3
10 | CCN(CC(=O)NCc1cccs1)C(=O)CCc1c[nH]c2ccccc12 | -2 | -48 | 3 | 1 | -1 | -2 | 4 | 4 | 3
11 | CCN(Cc1ccccc1)C(=O)CN1C(=O)COc2ccc(S(=O)(=O)NC3CCCC3)cc21 | 2 | -4 | 7 | 6 | 0 | 5 | -1 | 1 | 3
12 | CCCCc1c(C)nc2c(OC)cccc2c1SCCC(=O)O | 0 | -4 | 11 | 6 | 3 | 2 | -7 | -4 | -44
13 | Cc1ccc(N(CC(=O)Nc2ccccc2C(=O)N2CCOCC2)S(C)(=O)=O)cc1 | 0 | 1 | 1 | -3 | 1 | 3 | -5 | 0 | 1
14 | FC(F)(F)c1cccc(-c2cc(C3CCNCC3)[nH]n2)c1 | 0 | 1 | 3 | 2 | 1 | 4 | 6 | -3 | 1
15 | CC(C)N1CCN(Cc2coc3ccccc3c2=O)CC1CCO (configuration not stated) | 3 | 7 | 5 | -3 | 3 | 4 | 1 | 6 | 2
16 | COc1cc(CNCCNCC(C)O)ccc1OCc1ccc(Cl)nc1 (configuration not stated) | -6 | 6 | 5 | -2 | 2 | -2 | -3 | -1 | 4
17 | COc1ccc(-c2cc(C(=O)NC3CCCCC3)no2)cc1OC | 0 | 0 | -2 | 1 | 4 | 5 | -1 | 2 | 6
18 | Cc1cc(=O)oc2cc(OCC(=O)Nc3ccc(CN4CCOCC4)cc3)ccc12 | 3 | -18 | 13 | 1 | 1 | -1 | 4 | 2 | -2
19 | O=C(CCSc1ccccc1)NCC1CCCO1 (configuration not stated) | 0 | 3 | 11 | -1 | -3 | -2 | 2 | 1 | -6
20 | COc1cc(-c2nnc(SCC3(c4ccccc4)OCCO3)o2)cc(OC)c1OC | 4 | -7 | 11 | 1 | 3 | 6 | 4 | -3 | 2
21 | C=CCn1c(CCC(=O)O)ccc1-c1ccccc1 | -5 | 9 | 4 | 4 | -3 | 9 | 4 | 0 | 16
22 | Cc1cc(NC(=O)CCC(=O)N(C2CC2)C2(C(=O)NC3CCCC3)CCC(C)CC2)no1 (configuration not stated) | 3 | -1 | 1 | 2 | -3 | 1 | 2 | 5 | 2
23 | COc1ccc(-c2nc(-n3c(C)c(C(C)=O)c(C(C)=O)c3C)sc2C)cc1OC | -2 | 3 | -3 | 0 | 4 | 2 | 5 | 2 | 0
24 | NC(=O)CC(NC(=O)Cc1cccc2ccccc12)c1ccc(NCCN2CCCCC2)c([N+](=O)[O-])c1 (configuration not stated) | 4 | 11 | 1 | 6 | -1 | 1 | 3 | 4 | 5
25 | CN(C)/C=C1\NC(=S)N(c2ccccc2)C1=O | 1 | 1 | -1 | 5 | -8 | 0 | 0 | -1 | -4
26 | N=C1C(c2nc3ccccc3s2)=C(O)CN1NC(=O)c1ccccc1[N+](=O)[O-] | -3 | -9 | -3 | 0 | -8 | 5 | -10 | -3 | -3
27 | CC1(C)CC(=O)c2cnc(N)nc2C1 | -11 | -17 | -1 | 0 | -2 | -1 | 0 | 1 | 6
28 | O=C1C2C3C=CC(C3)C2C(=O)N1/N=C/c1ccc(-c2ccccc2[N+](=O)[O-])o1 (configuration not stated) | 4 | 4 | -6 | 3 | 3 | 13 | 10 | 0 | 2
29 | Cc1nn(CC(=O)NNC(=O)c2ccccc2F)c([N+](=O)[O-])c1Br | 5 | 3 | · | · | 4 | 0 | 0 | 1 | 0
30 | CC(C)c1ccc(C(C(=O)NC2CCCC2)N(C(=O)c2csnn2)C2CC2)cc1 (configuration not stated) | -2 | 1 | -7 | -1 | -4 | 8 | 4 | 1 | -4
31 | CCOc1ccc(NC(=O)CSc2nnc(CNC(=O)c3ccco3)o2)cc1 | 1 | 0 | 11 | 0 | 3 | -3 | -2 | -1 | 4
32 | COc1ccc(C(=O)NCc2cn3ccsc3n2)cc1OC | 0 | -1 | 2 | 4 | -2 | 0 | 4 | 4 | -4
33 | COc1cc(C(c2nnnn2C(C)(C)C)N2CCN(C)CC2)cc(OC)c1OC (configuration not stated) | 0 | -14 | 0 | 2 | -4 | 2 | 6 | 1 | -6
34 | CCCc1cc(C(=O)Nc2ccccc2SC)no1 | -1 | -2 | 1 | 1 | 0 | -1 | -1 | -2 | 4
35 | Cc1c(CNC(=O)C2CCC(=O)N(CCc3ccccc3)C2)cnn1C (configuration not stated) | 1 | 22 | -13 | -5 | 0 | -2 | 3 | 0 | 1
36 | CCCC[N+](CC#CCO)(CC#Cc1ccccc1)CCCC | -4 | 8 | 5 | -1 | -3 | -1 | -2 | 3 | -9
37 | COc1ccc(C(=O)Oc2cc(/C=N/NS(=O)(=O)c3ccc(C)cc3)ccc2OC)cc1 | -12 | 7 | 0 | -4 | -3 | 1 | -36 | -21 | 6
38 | COc1ccc(OC)c(/C=C2\S/C(=N/NC(=O)c3ccc4ccccc4c3)NC2=O)c1 | 23 | 18 | 13 | 12 | 1 | 18 | 1 | -2 | 24
39 | O=C(NCC1COc2ccccc2O1)C1CCCN(S(=O)(=O)c2cccc3nsnc23)C1 (configuration not stated) | 5 | 9 | 3 | 2 | -2 | 1 | -3 | -3 | 1
40 | COc1cccc(N/C=C/c2onc(C)c2[N+](=O)[O-])c1 | 0 | 3 | 10 | -4 | -3 | 3 | 5 | 1 | -1
41 | CS(=O)(=O)N1CCN(C(=O)c2cc(-c3cccnc3)nc3ccc(Cl)cc23)CC1 | -1 | 2 | 6 | 3 | 3 | 5 | -6 | 1 | -2
42 | CCOC(=O)c1ccccc1NC(=O)C1=COCCO1 | -10 | 16 | 7 | 2 | 0 | 3 | -32 | -1 | -3
43 | CC1(C)CC(=O)c2c(nn(-c3ccccc3)c2N)C1 | 1 | -6 | 6 | -3 | -2 | -1 | -1 | 7 | 2
44 | Cc1cccc(NC(=O)Nc2ccc3c(c2)N(C)C(=O)CS3)n1 | 4 | 6 | 5 | 0 | -8 | 1 | 0 | 0 | 1
45 | CC(C)[C@H](NC(=O)c1ccccc1)C(=O)OCc1nnc(-c2ccccc2)o1 | -1 | 4 | · | · | -2 | 11 | 1 | -2 | -7
46 | O=S(=O)(c1ccc(Br)s1)N1CCC(Cc2ccccc2)CC1 | 3 | 2 | 7 | -1 | 1 | 3 | -2 | -6 | 2
47 | CC(C)OC(=O)CCC(=O)Nc1ccc(F)cc1 | 4 | 11 | 9 | 7 | 2 | 3 | 2 | 1 | 1
48 | N#Cc1cnc(Sc2ccccc2)nc1 | -1 | -11 | 0 | 1 | -3 | -1 | -1 | -3 | -6
49 | CC1COc2ccccc2N1C(=O)c1ccccc1Cl (configuration not stated) | -4 | -3 | 7 | 1 | -1 | -7 | 10 | 0 | 5
50 | CCCC1=NN2C(=N)/C(=C\c3cc(C)n(Cc4ccccc4)c3C)C(=O)N=C2S1 | 4 | 6 | 1 | 18 | -3 | 9 | -3 | -1 | -103
51 | O=c1ccccn1Cc1c(Cl)cccc1Cl | 3 | 1 | 6 | 3 | -1 | 1 | 7 | 3 | 1
52 | Cc1nnc(Nc2ccc(Cl)c(C(F)(F)F)c2)[nH]c1=O | -23 | 0 | -1 | 11 | -15 | -8 | -14 | -4 | 16
53 | COc1cc2ccc(=O)oc2c(O[C@@H]2O[C@H](CO)[C@@H](O)[C@H](O)[C@H]2O)c1O | -9 | 6&-7 | -1&3 | 6&1 | -1&-5 | 2&-6 | 0 | 1 | 1
54 | N#CC1=C(Nc2ccccc2)SC=C(c2ccc(F)cc2)N=C1N1CCOCC1 | -1 | 52* | · | · | -4 | 4 | -1 | 2 | -4

Part of the list above in order of number of heavy atoms, falling:
item | SMILES | PME-1 inh | PREPL inhibitor | PAFAH1B3 FP inh | PAFAH1B2 inh | PAD4 FP inh | pPAFAH FP inh | LYPLA2 counter | LYPLA1 counter | GSTO1 counter
39 | O=C(NCC1COc2ccccc2O1)C1CCCN(S(=O)(=O)c2cccc3nsnc23)C1 (configuration not stated) | 5 | 9 | 3 | 2 | -2 | 1 | -3 | -3 | 1
41 | CS(=O)(=O)N1CCN(C(=O)c2cc(-c3cccnc3)nc3ccc(Cl)cc23)CC1 | -1 | 2 | 6 | 3 | 3 | 5 | -6 | 1 | -2
45 | CC(C)[C@H](NC(=O)c1ccccc1)C(=O)OCc1nnc(-c2ccccc2)o1 | -1 | 4 | · | · | -2 | 11 | 1 | -2 | -7
53 | COc1cc2ccc(=O)oc2c(O[C@@H]2O[C@H](CO)[C@@H](O)[C@H](O)[C@H]2O)c1O | -9 | 6&-7 | -1&3 | 6&1 | -1&-5 | 2&-6 | 0 | 1 | 1
44 | Cc1cccc(NC(=O)Nc2ccc3c(c2)N(C)C(=O)CS3)n1 | 4 | 6 | 5 | 0 | -8 | 1 | 0 | 0 | 1
46 | O=S(=O)(c1ccc(Br)s1)N1CCC(Cc2ccccc2)CC1 | 3 | 2 | 7 | -1 | 1 | 3 | -2 | -6 | 2
42 | CCOC(=O)c1ccccc1NC(=O)C1=COCCO1 | -10 | 16 | 7 | 2 | 0 | 3 | -32 | -1 | -3
43 | CC1(C)CC(=O)c2c(nn(-c3ccccc3)c2N)C1 | 1 | -6 | 6 | -3 | -2 | -1 | -1 | 7 | 2
47 | CC(C)OC(=O)CCC(=O)Nc1ccc(F)cc1 | 4 | 11 | 9 | 7 | 2 | 3 | 2 | 1 | 1
51 | O=c1ccccn1Cc1c(Cl)cccc1Cl | 3 | 1 | 6 | 3 | -1 | 1 | 7 | 3 | 1
48 | N#Cc1cnc(Sc2ccccc2)nc1 | -1 | -11 | 0 | 1 | -3 | -1 | -1 | -3 | -6
